Bioassay records (PubChem BioAssay)
Furin inhibitor – human furin inhibition. purified furin, fluorogenic substrate cleavage. 0.061% of 220,000 active. inhibition, % at 30 µM. P09958; in the data active = inhibition above about 25%; note: inactives centre near -15
TbHK1 inh – blocks Trypanosoma brucei hexokinase 1 activity. AID 1430. inhibition, % at 10 µM. recombinant TbHK1, G6PDH-coupled NADH A340. 0.11% of 220,000 active;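 active = inhibition of 50% or more in the single-dose primary screen; inactive = inhibition below 50%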
Runt-CBFb FRET – blocks binding of human RUNX1 Runt domain to CBFb | Q01196+Q13951 | Cerulean-Runt/Venus-CBFb FRET ratio 530/480, 1 h | inhibition, % at 20 µM | 0.46% of 220,000 active;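 active = inhibition over about 50% at 20 µM in the single-dose screen, limit read from the data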;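 note: 0% = DMSO wells and 100% = excess unlabeled CBFb competitor control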
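Reagent – Venus-CBFb binding partner, 100 nM · Assay system – Cerulean-tagged RUNX1 Runt domain (FRET donor) fusion protein · Input – 100 nM per protein · Incubation – two 1 h room-temperature incubations shielded from light · Measured by – FRET fluorescence · Medium – Tris buffer pH 7.5 with salts and BSA · Benchmarks – unlabeled CBFb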
Runt-SMMHC FRET – blocks binding of human RUNX1 Runt domain to CBFb-SMMHC; Cerulean-Runt/Venus-CBFb-SMMHC FRET ratio 530/480, 1 h; inhibition, % at 20 µM; 0.74% of 220,000 active; AID 1434;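 active = mean inhibition across duplicate retests at 20 µM reaching about 50%, limit read from the data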;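 note: 0% = DMSO wells and 100% = wells with excess untagged CBFb-SMMHC; inhibitors lower the FRET ratio by blocking Runt binding to CBFb-SMMHC; some results filed as inactive read as strong as hits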
p97 ATPase inh – blocks human p97 ATPase activity | P55072 | recombinant p97 ATPase, Kinase-Glo ATP luminescence, 3 h | inhibition, % at 8 µM | 0.42% of 220,000 active; in the data active = inhibition above about 15%;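 note: 0% = DMSO vehicle and 100% = wells lacking enzyme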
Target sequence (P55072 whole entry, looked up): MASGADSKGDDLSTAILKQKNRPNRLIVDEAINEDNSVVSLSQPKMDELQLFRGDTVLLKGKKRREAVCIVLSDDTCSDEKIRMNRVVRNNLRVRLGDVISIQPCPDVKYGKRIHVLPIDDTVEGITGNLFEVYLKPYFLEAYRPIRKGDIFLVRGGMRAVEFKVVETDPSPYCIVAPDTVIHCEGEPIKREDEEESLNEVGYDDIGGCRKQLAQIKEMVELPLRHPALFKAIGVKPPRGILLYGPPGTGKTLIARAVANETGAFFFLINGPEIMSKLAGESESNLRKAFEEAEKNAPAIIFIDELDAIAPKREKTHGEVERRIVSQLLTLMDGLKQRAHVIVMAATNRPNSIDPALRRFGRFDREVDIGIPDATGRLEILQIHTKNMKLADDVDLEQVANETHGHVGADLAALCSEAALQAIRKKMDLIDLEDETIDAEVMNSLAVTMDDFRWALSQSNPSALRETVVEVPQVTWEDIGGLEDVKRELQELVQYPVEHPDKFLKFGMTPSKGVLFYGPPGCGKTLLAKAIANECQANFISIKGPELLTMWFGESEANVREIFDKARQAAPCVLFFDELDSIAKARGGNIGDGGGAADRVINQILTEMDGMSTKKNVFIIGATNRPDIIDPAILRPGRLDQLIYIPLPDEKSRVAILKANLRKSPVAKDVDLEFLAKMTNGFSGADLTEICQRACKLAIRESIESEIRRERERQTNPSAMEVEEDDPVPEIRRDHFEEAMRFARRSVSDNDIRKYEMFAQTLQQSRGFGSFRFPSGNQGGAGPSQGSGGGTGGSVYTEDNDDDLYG
RBBP9 inhibitor – blocks human serine hydrolase RBBP9. O75884. recombinant RBBP9, FP-Rh probe fluorescence polarization. inhibition, % at 7.94 µM. 0.2% of 220,000 active. AID 1515;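 active = inhibition above the campaign mean of all tested compounds plus 3 SD, cut at about 14% in these data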;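 note: plate controls were DMSO wells with RBBP9 for no effect and wells lacking RBBP9 protein for full effect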
Target sequence (O75884 whole entry, looked up): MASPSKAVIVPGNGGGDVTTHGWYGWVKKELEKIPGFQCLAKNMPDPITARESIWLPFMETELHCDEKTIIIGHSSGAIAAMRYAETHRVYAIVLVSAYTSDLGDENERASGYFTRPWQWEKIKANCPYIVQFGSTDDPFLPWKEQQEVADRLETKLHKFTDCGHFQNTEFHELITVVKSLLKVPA
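system = RBBP9 protein | input = RBBP9 at 2.5 µM in dispensed solution, before mixing | measured by = fluorescence polarization (mP), excitation 525 nm, emission 598 nm | incubation = enzyme-compound preincubation 30 min, then probe labeling 45 min, 25 °C | buffer or medium = Tris-NaCl-Pluronic buffer, pH 8.0 | compound = single dose 7.94 µM | also added = FP-Rh probe, 375 nM dispensing solution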
NCF1 inh – blocks human p47phox regulatory protein of NADPH oxidases; P14598; p47phox/p22phox peptide binding, fluorescence polarization, 2 h; inhibition, % at 24.7 µM; 0.53% of 220,000 active; AID 1274;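 active = inhibition above about 30%, limit read from the data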;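 note: 0% = p47phox with labelled peptide and 100% = labelled peptide alone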
EBV gp42 block – blocks Epstein-Barr virus glycoprotein 42 binding; Q1HVG2; Fluorescence polarization binding assay, mP read-out; inhibition, % (tested at 21.74 µM); 0.42% of 220,000 active; AID 1085; in the data active = inhibition above about 50%
Calpain2 inh – calpain II (pig) inhibition | purified calpain II, fluorogenic peptide substrate, 30 min | inhibition, % at 16 µM | 0.37% of 220,000 active;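 active = inhibition above about 50%, limit read from the data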
Active calls of the source: *; i = inactive; / = no result given; [ ] = another dose, or the depositor's remark.

Furin inhibitor | TbHK1 inh | Runt-CBFb FRET | Runt-SMMHC FRET | p97 ATPase inh | RBBP9 inhibitor | NCF1 inh | EBV gp42 block | Calpain2 inh | smiles
-16 | -8 | 2 | 0 | 3 | 1 | -2 | -22 | -48 | O=[N+]([O-])c1ccc(N2CCN(S(=O)(=O)c3ccccc3)CC2)c2cccnc12
-12 | 1 | 2 | 4 | 2 | -3 | 1 | 3 | -3 | Cc1cccc(-n2nnc3c(=O)n(Cc4ccccn4)cnc32)c1
-11 | 1 | 0 | -4 | -4 | -2 | 2 | -5 | 13 | COc1ccccc1N1CC(C)(C)C(=O)N(C(=O)c2ccc(Cl)cc2)C1=S
-32 | -6 | 4 | 2 | 7 | -6 | -14 | -13 | -16 | COc1ccc(NC(=S)Nc2ccccc2)cc1
-36 | -1 | 10 | -6 | 2 | -5 | -5 | -10 | -5 | CC1(Cc2ccc3c(c2)OCO3)NC(=O)NC1=O (stereo not given)
-2 | -27 | -4 | -4 | 5 | -2 | -8 | -10 | -10 | CCOC(=O)CSc1nc2c(sc(=S)n2-c2ccccc2)c(=O)[nH]1
-9[20 µM] | 0 | -2 | -1 | 1 | -11 | -7 | -10 | -48 | CCN(CC)c1ccc(/C=C2/C(=O)N(c3ccc([N+](=O)[O-])cc3)N=C2N2CCOCC2)cc1
-4 | -1 | -2 | -7 | 4 | -7 | -8 | -3 | -6 | CCSc1nnc(NC(=O)C(CC)Oc2ccccc2)s1 (stereo not given)
-12 | -3 | -1 | 0 | -1 | 0 | -7 | -7 | 6 | Cc1cc(C)c(OCCN2CC(C)OC(C)C2)c(Br)c1 (stereo not given)
-24 | -3 | -1 | 0 | 3 | 3 | -3 | -8 | 1 | COc1cccc(CNn2cnnc2)c1OCc1ccccc1F
-16 | -2 | 5 | 79* | 7 | 0 | 25 | -6 | -468 | Cc1cc(C)c2c(N)c3cccc(C)c3nc2n1
-19 | -14 | -3 | -3 | -1 | 0 | -3 | -20 | 12 | Cc1ccc(Cn2c(SCCN3CCOCC3)nc3c2c(=O)n(C)c(=O)n3C)cc1

Reprinted from the listing (eleven entries):
Furin inhibitor | TbHK1 inh | Runt-CBFb FRET | Runt-SMMHC FRET | p97 ATPase inh | RBBP9 inhibitor | NCF1 inh | EBV gp42 block | Calpain2 inh | smiles
-16 | -8 | 2 | 0 | 3 | 1 | -2 | -22 | -48 | O=[N+]([O-])c1ccc(N2CCN(S(=O)(=O)c3ccccc3)CC2)c2cccnc12
-12 | 1 | 2 | 4 | 2 | -3 | 1 | 3 | -3 | Cc1cccc(-n2nnc3c(=O)n(Cc4ccccn4)cnc32)c1
-11 | 1 | 0 | -4 | -4 | -2 | 2 | -5 | 13 | COc1ccccc1N1CC(C)(C)C(=O)N(C(=O)c2ccc(Cl)cc2)C1=S
-32 | -6 | 4 | 2 | 7 | -6 | -14 | -13 | -16 | COc1ccc(NC(=S)Nc2ccccc2)cc1
-36 | -1 | 10 | -6 | 2 | -5 | -5 | -10 | -5 | CC1(Cc2ccc3c(c2)OCO3)NC(=O)NC1=O (stereo not given)
-2 | -27 | -4 | -4 | 5 | -2 | -8 | -10 | -10 | CCOC(=O)CSc1nc2c(sc(=S)n2-c2ccccc2)c(=O)[nH]1
-9[20 µM] | 0 | -2 | -1 | 1 | -11 | -7 | -10 | -48 | CCN(CC)c1ccc(/C=C2/C(=O)N(c3ccc([N+](=O)[O-])cc3)N=C2N2CCOCC2)cc1
-4 | -1 | -2 | -7 | 4 | -7 | -8 | -3 | -6 | CCSc1nnc(NC(=O)C(CC)Oc2ccccc2)s1 (stereo not given)
-12 | -3 | -1 | 0 | -1 | 0 | -7 | -7 | 6 | Cc1cc(C)c(OCCN2CC(C)OC(C)C2)c(Br)c1 (stereo not given)
-24 | -3 | -1 | 0 | 3 | 3 | -3 | -8 | 1 | COc1cccc(CNn2cnnc2)c1OCc1ccccc1F
-16 | -2 | 5 | 79* | 7 | 0 | 25 | -6 | -468 | Cc1cc(C)c2c(N)c3cccc(C)c3nc2n1

(next part)
Furin inhibitor | TbHK1 inh | Runt-CBFb FRET | Runt-SMMHC FRET | p97 ATPase inh | RBBP9 inhibitor | NCF1 inh | EBV gp42 block | Calpain2 inh | smiles
-6[20 µM] | 2 | -1 | 0 | -4 | 1 | -9 | 4 | -5 | CSCCC(NC(=O)c1ccco1)C(=O)OC(C)C(=O)NC(=O)NC1CCCCC1 (stereo not given)
-11 | 39 | 2 | 2 | 0 | -3 | -4 | -13 | 0 | CCN1CCN(Cc2cc(=O)oc3cc(C)cc(C)c23)CC1
-21 | -13 | -2 | 2 | 5 | 1 | -3 | -27 | 7 | CN(C)/C=C(\C#N)C(=O)N/N=C/c1ccccc1
-18 | 11 | -14 | -44 | 6 | 1 | -8 | 1 | -4 | N#CC(C(=O)OC1CCCCC1)c1nc2ccccc2nc1N1CCCCC1 (stereo not given)
-20 | 3 | -1 | -3 | 1 | -2 | -7 | 7 | -31 | CC(C)(C)n1nnnc1CN1C2CCC1CC(NC(=O)Nc1ccccc1)C2 (stereo not given)
5 | 21 | 0 | 10 | -3 | -9 | -38 | 0 | 20 | CN1/C(=C\C(=O)c2cccnc2Cl)C(C)(C)c2ccccc21
-25 | -4 | 1 | -5 | 1 | 11 | -5 | -6 | 4 | COc1cccc(CC2(CO)CCCN(Cc3cn[nH]c3-c3ccccc3)C2)c1 (stereo not given)
-7 | 2 | 1 | -2 | -3 | -2 | -1 | -24 | -4 | CCOc1ccccc1Nc1ncccc1C(=O)N1CCCC1
-15 | -1 | 1 | -2 | 5 | -4 | -9 | 1 | 17 | COC(=O)c1ccccc1NC(=O)C1CC(=O)N(C2CCCCC2)C1 (stereo not given)
1 | -20 | 5 | -5 | 2 | -5 | -15 | -1 | -17 | COc1cc2ncc(C(=O)c3ccccc3)c(N3CCN(Cc4ccccc4)CC3)c2cc1OC
-33 | 4 | 0 | 0 | 4 | -3 | / | -6 | 8 | COC(=O)CNC(=O)C(CCSC)NC(C)=O (stereo not given)
-9 | -6 | -1 | 2 | 6 | 0 | 11 | -14 | 15 | CC(C)c1nc(CNC(=O)CCc2nnc(-c3ccsc3)o2)cs1
-14 | 34 | -1 | 2 | 2 | -9 | 4 | 0 | -4 | CC(CNC(=O)C(C)(C)C)NC(=O)C(C)(C)C (stereo not given)
-6[20 µM] | 2 | 3 | -3 | 1 | 1 | -2 | 15 | -2 | CCc1ccc(NC(=S)NC2CC3CCC(C2)N3Cc2ccco2)cc1 (stereo not given)
-20[20 µM] | 0 | 0 | 2 | 2 | -4 | 0 | -4 | 11 | CCSc1nnc(-c2cccs2)o1
-14 | -20 | 1 | -1 | 2 | -12 | 2 | 6 | -88 | COCc1cc(C)n(CC(=O)NC(C)c2ccccc2)c(=O)c1C#N (stereo not given)
-16 | -1 | 0 | 0 | 2 | 0 | -8 | -23 | -15 | CC(=O)c1cccc(NC(=O)NCCS(C)=O)c1 (stereo not given)
-12 | -3 | 3 | 2 | -1 | -1 | -9 | -15 | 22 | O=C(c1ccc(-c2cccc(Cl)c2Cl)o1)N1CCOCC1
-16 | -11 | 0 | 2 | 4 | -3 | -10 | -3 | -59 | O=c1nc(Nc2ccc(OCc3ccccc3)cc2)sc2ncccc12
-14 | -7 | 1 | -4 | -1 | -14 | -11 | -12 | -69 | Cc1oc(-c2ccc(-c3ccccc3)cc2)nc1CN1CCN(CC(=O)N(C)C)CC1
-21[20 µM] | -9 | 0 | 0 | 1 | 0 | -4 | -7 | -2 | Cc1ccc(C(C)n2cc(C(=O)NCc3cccnc3)nn2)cc1 (stereo not given)
-7[20 µM] | -5 | 0 | -2 | 2 | -2 | -7 | -4 | -33 | CCC(=O)c1cc(-c2nc3ccccc3n2C)n(C)c1
-31 | -7 | 2 | 13 | -1 | 1 | -7 | -15 | 16 | COC(=O)c1c(C)oc2cc(Br)c(OCC(=O)C(C)(C)C)cc12
-32 | -8 | -2 | 7 | 4 | -4 | -4 | -6 | i | Cc1cc(C)n2c(nc3ccccc32)c1C(=O)NCc1ccccc1
-24 | 0 | 3 | -2 | 1 | -9 | -21 | -13 | 4 | Cc1ccc2c(c1)C1NC(=S)NC(C)(O2)C1C(=O)Nc1ccc(Cl)cc1 (stereo not given)
-12 | 34 | 0 | -5 | 6 | -4 | 7 | -17 | -4 | COCCNC(=O)c1ccc(N2CCC3(CC2)OCCO3)c([N+](=O)[O-])c1
-17[20 µM] | 0 | -1 | 4 | 2 | -5 | -7 | -12 | -34 | Cc1cccn2cc(CNC(=O)C3CCCCC3)nc12
-12 | -6 | -1 | 4 | 3 | -6 | -37 | 4 | -17 | NC(=O)[C@@H]1CCCNc2c(I)cc([N+](=O)[O-])cc2C(=O)N[C@@H](Cc2ccccc2)C(=O)N[C@@H](Cc2cnc[nH]2)C(=O)N1
-25 | -6 | 0 | 1 | -2 | -7 | -13 | -4 | 24 | CSc1ncccc1C(=O)OCc1ccccc1Cl
-21 | -7 | -4 | 1 | 3 | 3 | -9 | -8 | -10 | COCC(=O)n1nc(-c2ccccc2)nc1NCc1ccc(F)cc1
-17 | 1 | -3 | -1 | -2 | 5 | -4 | -15 | -4 | C(#Cc1ccccc1)CN1CCN(c2ccccn2)CC1
8 | -16 | -2 | 1 | 6 | -8 | -6 | -5 | -7 | CCn1c(NC(=O)c2cccs2)nc2ccccc21
-13[20 µM] | -10 | 0 | -10 | 2 | 2 | -7 | 2 | -29 | O=[N+]([O-])c1cc2c(c(CSc3nnc(Nc4ccccc4)s3)c1)OCOC2
-17 | -24 | 3 | -2 | 3 | 3 | -4 | -11 | -12 | CN1CCN(C(=O)c2cc3sc4ccccc4c3s2)CC1
-23 | -9 | -1 | 3 | 2 | -7 | -6 | -9 | 16 | CCn1cc(C(c2ccccc2)C(C(C)=O)[N+](=O)[O-])c2ccccc21 (stereo not given)
-10[20 µM] | 1 | -1 | -3 | 3 | -9 | -5 | -3 | 21 | CCCCn1nnc(NC(=O)COc2ccc(Cl)c(C)c2)n1
-13 | 26 | 3 | 4 | 7 | -21 | -18 | 14 | 13 | O=C(Nc1ccc(N2CCCC2)c(S(=O)(=O)Nc2cccc(C(F)(F)F)c2)c1)c1cccs1
-12 | 0 | -2 | -3 | -2 | -8 | -8 | -11 | 18 | CCN(CC)C(=O)Oc1ccc2c(=O)c(-c3ccccc3)coc2c1
-16[20 µM] | -10 | 1 | 5 | -2 | -2 | 1 | -12 | -3 | CNC(=O)CN(c1ccc(C(C)C)cc1)S(C)(=O)=O
-15[20 µM] | 5 | -1 | 0 | 0 | -5 | -6 | -26 | -16 | COc1cccc(NC(=O)N(Cc2ccco2)C(C)c2cccs2)c1 (stereo not given)
-29 | -4 | 1 | -6 | 4 | -7 | 2 | -17 | -97 | O=C(CCCOc1ccc(Cl)cc1Cl)N/N=C/c1cccc([N+](=O)[O-])c1
-16[20 µM] | -4 | -2 | -4 | -7 | -7 | 1 | -12 | -9 | CCCCCCCOc1ccc(OC(=O)c2ccncc2)cc1
-14 | -16 | -4 | -23 | 2 | -2 | -1 | 0 | -22 | O=C(N/N=C/c1ccccc1O)C(=O)Nc1ccccn1
-14[20 µM] | -1 | 5 | 0 | -8 | -11 | -22 | -17 | -54 | O=C(Nc1ccc(N2CCOCC2)cc1)Nc1ccc(Cl)c(Cl)c1
-11 | -36 | 2 | 0 | -3 | -6 | -6 | -82 | 5 | CN(/N=C/c1cccnc1)C1=NS(=O)(=O)c2ccccc21
-17 | -8 | 1 | 10 | -5 | -6 | 0 | 2 | -6 | CCOC(=O)C1CCN(C(=S)Nc2ccc(S(N)(=O)=O)cc2)CC1
-17 | 2 | / | / | -2 | -8 | -7 | -15 | 2 | O=C(Nc1ccccc1N1CCCC1)c1cccc(Cl)c1Cl
